Giardia kill: kills Giardia lamblia; Giardia lamblia trophozoite viability; activity change, % at 7.66 µM, hits read low; hit rate 0.15% among 340,000; AID 540267; in the data active means activity change below about -80%; inconclusive means between about -30% and that limit;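 further: parasites exposed to compound for two days anaerobically before the ATP read; on the % scale 0 is the no-effect control and ±100 the full control effect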
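Luminescent ATP signal served as the viability read-out, measured 15-30 min after adding ATP detection reagent to trophozoites that had been incubated with compounds for 48 hrs at 37 deg C anaerobically at 100 cells/well.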
PKM2 act: increases activity of human pyruvate kinase M2; P14618; Potency, µM (highest dose often 57.5 µM), without a hit: at the top dose activation, actives largely listed as activators; hit rate 0.34% among 260,000; purified PKM2, Kinase-Glo ATP luminescence, activation; response scale: 0% is enzyme alone, no compound; further: potency means the concentration at half of the fitted maximal effect; on the % scale 0 is the no-effect control and ±100 the full control effect; nearly all actives have a fitted effect of over 55% in size
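Purified hPK-M2 (>95% pure) converted ADP (0.1 mM final) to ATP with 0.5 mM PEP in 50 mM imidazole pH7.2, KCl, MgCl2, Tween 20, BSA; 1 h at room temperature. ATP detected by Kinase-Glo luminescence.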
Coupling enz: coupling enzyme interference in Giardia aldolase counter-screen. coupling enzyme system counterscreen, AmpLite Red fluorescence. activity change, negative = inhibition, % at 58.2 µM, hits read low. hit rate 0.67% among 290,000; in the data active means activity change below about -30%; further: on the % scale 0 is the no-effect control and ±100 the full control effect
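First, compound is pin-transferred into glyceraldehyde-3-phosphate coupling-enzyme reagent at 57.5 uM final and held 10 min at RT. Next, substrate, coupling system and AmpLite Red are added. After 20 min RT, fluorescence (525/598 nm) is read.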
Tb PFK block: T. brucei PFK enzyme inhibition; O15648; AID 485367; hit rate 0.17% among 330,000; T. brucei PFK, ADP-Glo luminescence; Potency, µM (series often up to 57.5 µM), without a hit: top-dose activity, negative = inhibition, actives largely listed as inhibitors;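 further: potency means the concentration at half of the fitted maximal effect; 0% = uninhibited 1x PFK enzyme wells and -100% = no-enzyme wells; nearly all actives have a fitted effect of over 60% in size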
Target sequence (O15648 whole entry, looked up): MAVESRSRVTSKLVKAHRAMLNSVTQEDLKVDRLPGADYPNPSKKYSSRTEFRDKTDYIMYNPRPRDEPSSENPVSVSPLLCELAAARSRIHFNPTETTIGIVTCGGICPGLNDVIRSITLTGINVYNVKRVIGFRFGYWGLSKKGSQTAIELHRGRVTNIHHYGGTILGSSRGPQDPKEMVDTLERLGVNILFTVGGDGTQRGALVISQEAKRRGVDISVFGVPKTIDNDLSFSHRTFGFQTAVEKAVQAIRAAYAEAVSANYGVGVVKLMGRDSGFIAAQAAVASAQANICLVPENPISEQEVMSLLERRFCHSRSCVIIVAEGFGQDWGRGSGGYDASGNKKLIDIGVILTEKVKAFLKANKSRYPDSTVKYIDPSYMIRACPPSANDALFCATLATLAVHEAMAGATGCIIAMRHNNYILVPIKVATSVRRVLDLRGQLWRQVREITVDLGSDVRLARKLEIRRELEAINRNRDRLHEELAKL
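Luminescent ADP detection (ADP-Glo, two-step: ATP depletion then ADP-to-ATP conversion for luciferase) reported PFK activity after 45 min room-temperature reaction of 1.25 nM enzyme with 0.5 mM F6P and 0.1 mM ATP at pH 8.0.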
a7 integrin act: integrin-mediated muscular dystrophy alleviation activation | alpha7betagal myoblasts, beta-gal FDG fluorescence, 48 h | Potency, µM (top dose mostly 38.3 µM), for inactives: at the top dose activation, most hits filed as activators | hit rate 0.064% among 350,000 | AID 624291;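 further: potency means the concentration at half of the fitted maximal effect; 100% = response of the positive control SU9516; nearly all actives have a fitted effect of over 60% in size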
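Alpha7betagal+/- myoblasts (passage 13) were plated 16-24 hr, then exposed to compounds (1:260 dilution of DMSO stock) for 48 hours at 37C. After MPER lysis, β-galactosidase reporter activity was read as FDG fluorescence (ex 480/em 540) after 30 minutes.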
Menin-MLL TR inh: menin-MLL binding inhibition, Texas Red mutant peptide; O00255; Menin + Texas Red MLL mutant peptide, fluorescence polarization; Potency, µM (highest dose often 61.6 µM), without a hit: at the top dose FP activity change, negative = inhibition, actives largely listed as inhibitors; hit rate 0.23% among 270,000; active means well fitted inhibition curve with a large enough effect in the polarisation, with a control signal flat, not every such curve was filed as active; inconclusive means small, poorly fitted or top-dose-only effect, or effect the other way, or a change in a side signal; inactive means no such curve, though single readings can be large or run the other way; the % refers to the polarisation; further: potency means the concentration at half of the fitted maximal effect; % of control where 0% means no effect; many of its hits are not listed in these tables
GALK inhibitor: galactokinase (human) inhibition | P51570 | Purified GALK, Kinase-Glo residual ATP luminescence | Potency, µM (titrated, usually from 57.5 µM), inactives show at the top dose activity change, negative = inhibition, hits mostly inhibitors | hit rate 0.007% among 270,000; further: potency means the concentration at half of the fitted maximal effect; on the % scale 0 is the no-effect control and ±100 the full control effect
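Quantitative HTS: GALK 5 nM, ATP 35 uM, galactose 100 uM, 1 h room temperature, then luciferase-based ATP detection.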
PTAP TSG101 blk: blocks PTAP/TSG101 interaction to inhibit HIV-1 budding. Q99816. Fluorescence polarization, FITC-PTAP peptide / Tsg101 binding. AID 493005. Potency, µM (doses to about 115 µM), without a hit: top-dose activity change, negative = inhibition, most hits filed as inhibitors. 340,000 tested, under 10 active; active means well fitted inhibition curve with a large enough effect in the main read-out, with a control signal flat, not every such curve was filed as active; inconclusive means small, poorly fitted or top-dose-only effect, or effect the other way, or a change in a side signal; inactive means no such curve, though single readings can be large or run the other way; further: potency means the concentration at half of the fitted maximal effect; % of control where 0% means no effect
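Fluorescence anisotropy tracks displacement of a FITC-tagged PTAP peptide (50 nM) from the Tsg101 binding domain (10 uM), following a 20 min room-temperature incubation at pH 7.5.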
S-ASM inh: human S-ASM enzyme inhibition; AID 504937; P17405; Potency, µM (series often up to 57.5 µM), without a hit: at the top dose activity change, negative = inhibition, most hits filed as inhibitors; placental ASM, HMU-PC fluorogenic substrate, 60 min; hit rate 0.006% among 340,000; further: potency means the concentration at half of the fitted maximal effect
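Human placenta-derived ASM preincubated with compound 10 min at room temperature, then reacted with 9 uM (final) fluorogenic HMU-PC substrate for 60 min at 37 C. Stop solution raises pH to 10; fluorescence read at Ex 386/Em 447 nm.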
BCR signal inh: blocks chronic active B-cell receptor signaling; hit rate 0.05% among 340,000; AID 493014; ABC-DLBCL IkBa-CBG/CBR reporter, luminescence ratio, 4 h; Potency, µM (series often up to 46.1 µM), for inactives: top-dose ratio change, negative = lower green/red ratio, usual class: inhibitors; active means well fitted inhibition curve with a large enough effect in the signal ratio, with a control signal flat, not every such curve was filed as active; inconclusive means small, poorly fitted or top-dose-only effect, or effect the other way, or a change in a side signal; the % refers to the signal ratio;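 further: potency means the concentration at half of the fitted maximal effect; plate controls were basal doxycycline-induced cells for no effect and cells given 10 µM MG132 for full effect; MG132 reads +100%, hits lower the ratio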
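TMD8 human ABC-DLBCL cells with doxycycline-inducible IκBα–green luciferase fusion and unfused red luciferase, in 0.5% FBS medium; compounds up to 46 uM, 4 h at 37C. Green/red luminescence ratio, filter-overlap corrected, fitted to concentration-response curves.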
B2AR arrestin: beta2AR (human) beta-arrestin recruitment activity; beta-arrestin recruitment to beta2AR, cell-based reporter; hit rate 0.02% among 330,000; Potency, µM (highest dose often 46.1 µM), for inactives: at the highest dose activation, usual class: activators;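 further: potency means the concentration at half of the fitted maximal effect; 0% = DMSO controls and full agonism = EC100 isoproterenol or metaproterenol; nearly all actives have a fitted effect of over 65% in size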
Target sequence (P07550 whole entry, looked up): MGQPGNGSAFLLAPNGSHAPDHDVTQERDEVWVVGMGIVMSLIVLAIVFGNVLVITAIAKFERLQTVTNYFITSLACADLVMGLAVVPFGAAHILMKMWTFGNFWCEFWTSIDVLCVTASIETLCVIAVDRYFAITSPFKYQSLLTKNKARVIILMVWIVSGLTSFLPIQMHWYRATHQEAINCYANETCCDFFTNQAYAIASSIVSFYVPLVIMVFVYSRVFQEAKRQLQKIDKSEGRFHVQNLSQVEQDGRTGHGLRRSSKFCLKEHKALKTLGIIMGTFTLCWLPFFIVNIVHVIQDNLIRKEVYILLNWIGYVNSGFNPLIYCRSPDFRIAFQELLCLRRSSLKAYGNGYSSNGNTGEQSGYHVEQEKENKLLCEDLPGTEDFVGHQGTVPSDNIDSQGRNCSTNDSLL
* = called active by the depositor; ? = inconclusive; nt = no result given; & = joins results of further samples; [ ] = dose if it differs, or a comment. Unless noted, the call rests on the fitted dose curve; in most records, active means well fitted curve in the direction sought with a large enough effect; inconclusive means small, poorly fitted or top-dose-only effect, or another doubt; inactive means no such curve, though single readings can be large; an effect the other way counts as inactive or inconclusive.

SMILES	Giardia kill	PKM2 act	Coupling enz	Tb PFK block	a7 integrin act	Menin-MLL TR inh	GALK inhibitor	PTAP TSG101 blk	S-ASM inh	BCR signal inh	B2AR arrestin
O=C(c1cnn2ccccc12)N1CCCc2ccccc21	37[activator]	15%	-1	3%	-9%	1%	3%	-3%	0%	4%	0.7%
Cc1ccc(Nc2n[nH]c(C)c2[N+](=O)[O-])c(C)c1	4	-8%	1	4%	0%	?	nt	-5%	-7%	0%	-0.7%
COc1cccc(-c2sc3ccc(OC)cc3c2C#CCCO)c1	-24	nt	nt	0%	-2%	nt	nt	nt	1%	?	0.1%
COc1ccc(NC(=O)C2CCCN(C(=O)Nc3ccc(F)cc3)C2)cc1 (stereo not given)	17	-6%	0	0%	-2%	8%	0%	-4%	-3%	?	3.5%
Cn1cnc2cc(NC(=O)COc3ccccc3)ccc21	-15	nt	0	-5%	8%	-4%	5%	-1%	-1%	8%	-0.3%
COc1ccc(-c2[nH]ncc2CN2CCN(c3ccc(F)cc3)CC2)cc1	-22	-4%	-1	8%	?	nt	nt	-7%	7%	3%	-0.6%
Cc1ccc(-c2nc(-c3ccncc3)no2)c(C)c1	3	1%	1	2%	-10%	?	0%	-5%	3%	?	0.3%
COc1cccc(OCC(=O)O)c1	11	-5%	6	1%	11%	4%	13%	3%	-1%	1%	-0.3%
CC(=O)N1N=C(c2cccc(Cl)c2)OC1c1ccc(C(C)C)cc1 (stereo not given)	-9	2%	3	3%	9%	-23%	0%	-2%	1%	11%	0.3%
CC(=O)c1ccc(N2Cc3ccccc3C2=NC(=O)c2cccs2)cc1	-11	-22%	3	0%	-10%	11%	0%	-5%	15%	?	0.3%
Oc1c(Cl)cc(Cl)cc1/C=N/c1nccs1	-12	-15%	-5	-5%	-45%[inhibitor]	?	0%	-13%	4%	?	-0.1%
CC1CN(S(=O)(=O)c2cccc(C(=O)N(C)C3CCN(C)CC3)c2)CC(C)O1 (stereo not given)	-3	nt	nt	0%	-19%	nt	nt	-6%	5%	0%	-0.8%
COc1cccc(C(=O)N2c3cc(C)ccc3OCC2C(C)(C)C)c1 (stereo not given)	-17	nt	-5	-6%	20%	?	4%	-7%	3%	-1%	0.0%
Cc1cc2c(NCc3ccccc3)ncnc2s1	-21	-2%	0	6%	-32%	-7%	-9%	-6%	-3%	?	0.5%
Cc1ccc(S(=O)(=O)N2CCN(C(=O)C(C)Cn3cncn3)CC2)cc1C (stereo not given)	-3	5%	-1	-4%	1%	10%	-1%	-7%	0%	6%	0.0%
O=C(NCCc1ccc(F)cc1)c1cc2ccccc2oc1=O	3	7%	nt	-5%	0%	nt	-4%	-5%	2%	1%	0.0%
CCCCn1c(N)c(N(CCOC)C(=O)c2ccc(Br)o2)c(=O)[nH]c1=O	8	nt	nt	0%	12%	nt	nt	-4%	nt	-1%	0.6%
CC(C)(C)NC(=O)NC(=O)CSc1ccc(S(=O)(=O)N2CCOCC2)cn1	-22	nt	nt	-17%	?	nt	nt	-6%	2%	3%	-0.4%
CC(C)C(=O)Nc1ccc(C(=O)N2CCN(C(=O)c3ccco3)CC2)cc1	nt	-2%	5	2%	nt	8%	-1%	nt	nt	3%	0.3%
Cc1nn(-c2ccccc2)c2c1C(O)n1c(nc3ccccc31)S2 (stereo not given)	-7	-10%	-1	-1%	2%	-20%	2%	-4%	-6%	?	0.3%
CC1(C(=O)O)CCC(C(=O)Nc2ccc(OC(F)(F)Cl)cc2)C1(C)C (stereo not given)	-13	nt	3	-7%	6%	20%	4%	-4%	-5%	?	-0.3%
COc1cc2c(C(=O)N3CCN(C)CC3)c(C)oc2cc1Br	9	0%	3	-1%	-6%[7.66 µM]	-21%	-2%	-10%	1%	-1%	-0.2%
Cc1nc(SCC(=O)NCc2ccc(F)cc2)c2c(=O)n(C)c(=O)n(C)c2n1	17	-15%	0	-5%	7%	1%	-1%	0%	-3%	0%	-0.2%
Cc1cc2ncn(S(=O)(=O)N3CCCCC3)c2cc1C	2	-8%	1	-1%	-15%	-11%	0%	-7%	0%	-2%	0.4%
O=C(Oc1ccc([N+](=O)[O-])cc1)c1ccc2ccccc2n1	7	-10%	-1	-12%	8%	5%	0%	-5%	-3%	10%	-0.2%
O=C(NC1CCCc2ccccc21)C1CCN(S(=O)(=O)c2cccc3nsnc23)CC1 (stereo not given)	-12	2%	5	-2%	18%	-22%	1%	3%	-2%	-4%	0.0%
O=C(N/N=C/c1ccoc1)c1ccc(Br)cc1	-24	7%	-1	-19%	?	0%	1%	-11%	0%	?	0.5%
COCCNC(=O)c1ccc(C)c(S(=O)(=O)Nc2ccc(C)cc2)c1	-6	-7%	-3	-2%	0%	-2%	-2%	-9%	0%	?	-0.5%
O=C1CCC(C(=O)N(Cc2ccco2)C2(C(=O)NC3CCCC3)CCCCC2)N1 (stereo not given)	22	-3%	5	-7%	28%	-2%	0%	1%	0%	?	-0.5%
Nc1nc(OCC2CCCCC2)c2[nH]cnc2n1	3	3%	-1&-3	2%	nt	2%&0%	nt	0%	-4%	?	-0.7%
O=C(CCC(=O)N1CCc2ccccc21)Nc1ccccc1	6	2%	0	2%	9%	24%	-3%	0%	-1%	-13%	-0.2%
CCOC(=O)C1=C(COC(=O)/C=C/c2ccc([N+](=O)[O-])cc2)NC(=O)NC1C (stereo not given)	-8	nt	nt	-4%	14%	nt	nt	-4%	-4%	?	-1.7%
Cc1cc(C)c(S(C)(=O)=O)c(=O)[nH]1	0	-2%	2	0%	18%	11%	-3%	-1%	3%	3%	-1.3%
CC(=O)Nc1cc(C(=O)N(C)Cc2ccco2)ccc1Sc1ccc(Cl)cc1	17	-5%	-2	-3%	-6%	-8%	-1%	-4%	3%	-6%	-0.8%
N=c1oc2ccc([N+](=O)[O-])cc2cc1C(=O)NCc1ccccc1	-13	-17%	2	-4%	?	?	2%	-3%	-1%	4%	-0.4%
Cc1cccc(OCCCC(=O)Nc2nnc(C3CCCO3)s2)c1C (stereo not given)	15	0%	0	0%	9%	-2%	1%	-3%	-4%	0%	0.5%
Cc1cc(C)n2nc(SCCOc3ccccc3F)nc2n1	16	-1%	1	-2%	24%	-8%	6%	0%	0%	10%	0.3%
CC(C(=O)Nc1ccccc1Cl)N(c1ccccc1)S(C)(=O)=O (stereo not given)	20	-24%	1	8%	-12%	17%	1%	0%	0%	0%	-0.7%
CCn1c(C(=O)O)c(S(=O)(=O)c2ccc(Cl)cc2)c2ccccc21	10	nt	-7	6%	-9%	25%	-1%	2%	4%	?	0.0%
O=C(O)CCc1ccc(-c2ccc(Cl)cc2)n1CC(=O)Nc1ccccc1	-23	nt	5	-2%	6%	6%	-3%	-4%	72%[activator]	11%	-0.6%
COc1cc(NC(=O)c2ccc(Br)o2)ccc1NC(=O)c1ccccc1Cl	-5	5%	-10	-12%	-25%	-6%	-2%	-4%	-13%	13%	0.0%
O=C(N/N=C/c1ccc(F)cc1)c1c(O)c2ccccc2[nH]c1=O	-6	?	1	1%	0%	?	0%	0%	-1%	-1%	-0.1%
COc1cc2c(cc1OC)C(c1cccc(F)c1)CC(=O)N2 (stereo not given)	-11	?	1	0%	0%	12%	1%	-1%	-2%	?	0.3%
COCCNC(=O)c1ccc(NS(=O)(=O)c2cc(C)ccc2C)cc1	3	8%	2	0%	3%[7.66 µM]	15%	1%	-6%	3%	3%	-0.1%
CCc1ccc2c(c1)C1(NN=C(c3ccccc3)S1)C(=O)N2 (stereo not given)	-11	-20%	-12	-9%	-46%[inhibitor]	?	2%	-3%	-26%	?	-0.8%
Cc1occc1C(=O)OCC(=O)Nc1ccc(F)cc1	-17	-1%	2	-4%	0%	19%	9%	-1%	-1%	?	-0.8%
CCOC(=O)CSC1=C(C#N)C(=O)NC2(CCCCC2)S1	18	-9%	5	?	31%	-1%	2%	-3%	6%	1%	-0.6%
O=C(NCc1cccc(Cl)c1)c1ccc2nc[nH]c2c1	7	-19%	1	?	3%	3%	-2%	-3%	0%	-6%	-0.6%
Oc1ccc(C(=S)N2CCN(c3cccc(Cl)c3)CC2)cc1	17	-20%	7	-13%	?	?	-2%	-2%	-5%	1%	0.0%

An excerpt; count on the stated rates, not on these rows.
